Polio RdRp inh: inhibitors of poliovirus RNA polymerase binding and polymerization. poliovirus polymerase elongation, fluorescence polarization; active compounds read low. 0.66% of 150,000 active. AID 588519. % elongation, % (compound at 16.7 µg/mL); in the data active means % elongation below about 90%; further: some results filed as inactive read as strong as hits
Target sequence (P03300 1749-2209 limits assumed): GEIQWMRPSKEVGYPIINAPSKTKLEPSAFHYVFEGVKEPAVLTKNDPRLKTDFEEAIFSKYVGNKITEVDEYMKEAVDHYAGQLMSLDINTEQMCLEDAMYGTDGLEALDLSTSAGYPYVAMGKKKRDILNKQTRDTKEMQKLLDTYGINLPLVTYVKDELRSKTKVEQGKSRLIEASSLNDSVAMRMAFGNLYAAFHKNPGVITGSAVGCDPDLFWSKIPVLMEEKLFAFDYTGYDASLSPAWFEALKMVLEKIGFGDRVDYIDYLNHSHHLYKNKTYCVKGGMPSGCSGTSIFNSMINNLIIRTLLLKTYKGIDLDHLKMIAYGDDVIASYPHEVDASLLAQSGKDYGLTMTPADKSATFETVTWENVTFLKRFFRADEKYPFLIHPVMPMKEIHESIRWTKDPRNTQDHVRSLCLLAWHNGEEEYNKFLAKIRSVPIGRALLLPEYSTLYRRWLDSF
Polio RdRp inh FP z-score: recorded beside Polio RdRp inh, whose call it bears; z-score; measured here: FP z-score; hits read low
Numbers without * were called inactive. These rows are one share of the data (hit frequency here may not be typical).

SMILES	Polio RdRp inh	Polio RdRp inh FP z-score
CCOc1ccc(CC(=O)NCC(c2cccs2)S(=O)(=O)c2ccc(F)c(C)c2)cc1 (stereo not given)	106	0.1
CCc1ccc(CNC(=O)C2CCN(c3nc4ccccc4nc3C(F)(F)F)CC2)cc1	100	-1.3
C=CCN(CC=C)CCOc1ccc(Cl)cc1	99	-0.3
COc1ccc(CNC(=O)Cn2c(=O)nc(-c3ccccc3)c3cc(Cl)ccc32)cc1OC	106	0
CC1=CC(=C2C(=O)NC(=S)NC2=O)C=C(C)N1Cc1ccco1	106	1
CCOC(=O)c1cnc(N2CCN(c3ccc(OC)cc3)CC2)c2ccccc12	106	-0.4
Cc1ccc(NC(=O)CN2C(=O)CCSc3ccccc32)c(C)c1	110	1.7
CCc1c(C)n([O-])c2c([n+]1=O)CCCCC2	103	0.4
O=C1c2cccnc2C(=O)N1Cc1ccc(S(=O)(=O)NC2CCCCC2)cc1	105	1.5
COc1ccc2[nH]c3c(=O)n(CC(=O)NCc4ccco4)c(=S)[nH]c3c2c1	99	-1.1
CCOc1ccc(-c2nc3c(c(C)nn3-c3ccccc3)c3cc(OC)c(OC)cc23)cc1	102	0
Cc1ccc(-n2c(=O)c3c(cnn3C)n(Cc3ccc(Cl)cc3)c2=O)cc1	108	0.7

The list goes on (four carried over from the part before).
SMILES	Polio RdRp inh	Polio RdRp inh FP z-score
O=C1c2cccnc2C(=O)N1Cc1ccc(S(=O)(=O)NC2CCCCC2)cc1	105	1.5
COc1ccc2[nH]c3c(=O)n(CC(=O)NCc4ccco4)c(=S)[nH]c3c2c1	99	-1.1
CCOc1ccc(-c2nc3c(c(C)nn3-c3ccccc3)c3cc(OC)c(OC)cc23)cc1	102	0
Cc1ccc(-n2c(=O)c3c(cnn3C)n(Cc3ccc(Cl)cc3)c2=O)cc1	108	0.7
Cc1ccsc1C=Nc1c(F)c(F)c(F)c(F)c1F	103	0.4
CCOC(=O)C1(C)C=C(Nc2cccc(C(=O)O)c2)C(=O)N1c1cccc(C(=O)O)c1 (stereo not given)	112	0.2
COc1ccc(Nc2nc(Nc3ccc(OC)cc3OC)nc(N3CCOCC3)n2)c(OC)c1	105	0
COc1ccc(C2C(=O)N(C3CCCCC3)CC(=O)N2Cc2ccccc2Cl)cc1OC (stereo not given)	99	-1.8
CCn1c(CNC(=O)c2ccccc2F)nnc1SCc1nc2ccccc2c(=O)[nH]1	99	-0.7
O=c1c2ccccc2n2c(-c3ccccc3F)nnc2n1CCc1ccccc1	110	0.1
Cc1nc(-c2ccc(Cl)cc2)sc1CCNC(=O)c1cccs1	105	-0.3
COc1cc(S(=O)(=O)N(C)C)ccc1F	100	0.1
Cc1cc2c(cc1S(=O)(=O)NCc1ccccc1Cl)OCC(=O)N2	107	0.2
N#CCCOC1(C#CC#CC2(OCCC#N)CCCCC2)CCCCC1	101	0.6
Cc1cc(-c2csc(NC(=O)C3CCCO3)n2)c(C)n1CCc1ccccc1 (stereo not given)	103	0.4
Cc1nn(Cc2c(Cl)cccc2Cl)c(C)c1CNCC(c1ccco1)N1CCCC1 (stereo not given)	97	-0.9
CCCCN(CC)C(=O)C1c2ccccc2Oc2ccccc21	100	0
CCOc1ccc(-n2c(=O)c3c(C)c(C)sc3n(CC(=O)N3CCC(C)CC3)c2=O)cc1	108	0.5
CCOC(=O)c1c(CC(C)C)csc1NC(=O)c1ccccc1OC(C)=O	102	0.1
CCCCN(CC)C(=O)c1cc(OC)c(OC)c(OC)c1	102	0.7
CN(CC(=O)Nc1ccc(F)c(F)c1F)C(=O)/C=C/c1ccco1	96	-0.3
CCOc1ccc(NC(=O)N2CCC(CN3CCCCCC3)CC2)cc1	105	-0.7
CN(C)c1cccc(C(=O)OCCN2C(=O)c3ccccc3C2=O)c1	103	0.2
CCc1ccccc1NC(=O)Cn1c(=O)nc(-c2ccccc2)c2ccccc21	102	-0.6
COc1ccc(Cl)cc1NC(=O)CSc1nnc2[nH]c(=O)cc(C)n12	111	0.8
O=C(CSc1nnc(SCC(=O)c2ccc[nH]2)s1)c1ccc[nH]1	105	0.4
Cc1cccc(NC(=O)CCn2ccc(C)n2)n1	100	-0.5
CC(C)[C@H](NC(=O)c1ccco1)C(=O)N(C)Cc1ccc(C(F)(F)F)cc1	103	0
N#Cc1cc[n+](CC(=O)c2ccc(NC(=O)c3ccccc3)cc2)cc1	100	-0.3
Cc1ccc(S(=O)(=O)NCC(c2ccc(N(C)C)cc2)N2CCc3ccccc32)cc1C (stereo not given)	104	-0.3
COc1cc2c3nc4n(c(=O)c3n(CC(=O)N3CCCC3)c2cc1OC)CCS4	101	-0.1
COc1ccc(C23CC4CC(CC(C(=O)O)(C4)C2)C3)c(F)c1	100	-0.2
CCc1ccc(NC(=O)N2CC(C)Sc3ccccc32)cc1 (stereo not given)	103	0.2
CCN(CC)C1CCCCC1NS(=O)(=O)c1ccc(Cl)cc1 (stereo not given)	103	0.2
COc1ccc(Cl)cc1NC(=O)C1CCN(S(=O)(=O)c2ccc3c(c2)CCCN3C(=O)C2CCC2)CC1	109	0.4
O=C(COCc1cc(-c2ccco2)on1)Nc1ccc(OC(F)(F)F)cc1	103	-1.1
COc1cc2cc(CNc3ccccc3)c(=O)n(CC(=O)Nc3ccccc3)c2cc1OC	90	-2.1
CCC(C)(C)NC(=O)/C=C/c1cccs1	109	0.3
O=c1oc2ccccc2cc1-c1nc2c(s1)CCCC2	108	1.8
CC(C)c1ccccc1Oc1c(C(F)(F)F)oc2c(CN3CCN(C)CC3)c(O)ccc2c1=O	100	-1.5
Cc1[nH]c2ccc(S(N)(=O)=O)cc2c1C	104	0.8
FC(F)(F)c1ccccc1CNCC1NCCc2ccccc21 (stereo not given)	102	-0.3
COc1ccccc1CCN1COc2c(cc3c(C)c(C)c(=O)oc3c2C)C1	107	0
O=C(CCc1cn(Cc2ccc(F)cc2)c2ccccc12)NC1CCCCC1	105	-0.4
CCOC(=O)c1c(N)n[nH]c1C	101	-0.3
COC(=O)/C=C1\SC(=NC(=O)c2ccc(F)cc2)NC1=O	100	-0.3
NNC(=O)c1ccc(CN2C(=O)c3cccc4cccc2c34)cc1	107	0.6
CCOC(=O)c1nc2ccccc2oc1=O	98	-0.9
O=C(C1CC(=O)N(c2ccc(F)c(Cl)c2)C1)N1CCCCC1 (stereo not given)	102	0.3
CSCC(O)Cn1[nH]c(=O)ccc1=O (stereo not given)	103	0.1
C/C(=C\C(=O)Nc1ccccc1)N1CCOCC1	104	0.8
COc1ccc(C(=O)NCCc2nnc3ccc(SCC(=O)Nc4cc(C)on4)nn23)cc1	100	-0.4
CSc1ncc(C(=O)NCCc2ccccc2)c(C(F)(F)F)n1	101	-0.9
CC(=O)Nc1ccc(S(=O)(=O)N=S(C)(C)=O)cc1	102	0.2
CCOc1ccc(OCC)c(NC(=O)CCc2c(C)nc3c(c2C)c(=O)n(C)c(=O)n3C)c1	105	-0.6
CCCC(=O)Nc1ccc(N)cc1	105	0.2
CC(C)c1csc2nc3n(c(=O)c12)CCCCC3	100	0
CN(C)C=Nc1nc2ccccc2nc1N1CCOCC1	99	-0.2
O=P(CO)(c1ccc(Cl)cc1)c1ccc(Cl)cc1	101	0.2
COCCn1c(C)cc(O)c(C(c2ccc(F)cc2)N2CCN(c3ccccc3)CC2)c1=O (stereo not given)	112	0.8
O=C(NCC(c1ccc2c(c1)OCO2)N1CCOCC1)C(=O)Nc1ccc(Cl)cc1 (stereo not given)	101	-0.3
O=C1CSC2(C(=O)N(Cc3ccccc3)c3ccccc32)N1c1ccc(Cl)cc1 (stereo not given)	104	0.2
CCC1SC(NC(=O)COc2ccc(OC)cc2)=NC1=O (stereo not given)	104	0.8
Cc1cccc(N2C(=O)CNC2=S)c1	100	-0.5

Record cards, from the list above. Order of values: Polio RdRp inh | Polio RdRp inh FP z-score
Entry for COc1ccc2[nH]c3c(=O)n(CC(=O)NCc4ccco4)c(=S)[nH]c3c2c1 : 99 | -1.1
Entry for CC1=CC(=C2C(=O)NC(=S)NC2=O)C=C(C)N1Cc1ccco1 : 106 | 1
Entry for O=C(NCC(c1ccc2c(c1)OCO2)N1CCOCC1)C(=O)Nc1ccc(Cl)cc1 (stereo not given) : 101 | -0.3
Entry for Cc1cccc(N2C(=O)CNC2=S)c1 : 100 | -0.5
Entry for CCN(CC)C1CCCCC1NS(=O)(=O)c1ccc(Cl)cc1 (stereo not given) : 103 | 0.2

Next results:
SMILES	Polio RdRp inh	Polio RdRp inh FP z-score
O=C(O)C(Sc1nncc(-c2ccccc2)n1)c1ccccc1 (stereo not given)	99	-1.1
O=c1[nH][nH]c(=S)n2nc(-c3ccccc3)cc12	103	0.1
O=S1(=O)C=C(N2CCOCC2)c2ccccc21	103	0
CCN(CC)C(=O)Cn1nnc(-c2ccc(C)cc2)n1	105	0.1
COC(=O)c1cccc(Cn2nc(C)c(Cl)c2C)c1	101	0.1
Cc1[nH]c2ccc(C(=O)O)cc2c1CC(=O)O	103	0.3
CC(Cn1cnc2ccccc21)C(=O)N/N=C/c1ccccc1 (stereo not given)	100	-0.4
Cc1ccc(-n2c(O)c(C=NCCc3ccco3)c3ccccc3c2=O)cc1	98	-0.5
COC(=O)c1ccc(NC(=O)C(=O)NCCc2sc3nc(-c4ccc(OC)cc4)nn3c2C)cc1	107	0.2
CCN(Cc1ccccc1)Cc1c(O)ccc2c(=O)c(-c3ccc(Cl)cc3)coc12	102	-1
COc1ccc(-n2c(=O)c3sc4ccccc4c3n(Cc3ccccc3)c2=O)cc1	106	0.5
N#CC1=C(N)Oc2c(c(=O)oc3ccccc23)C1c1ccccc1 (stereo not given)	104	0.5
CCCC(C)C(=O)N1CCN(c2ccc(F)cc2)CC1 (stereo not given)	101	0.1
C#CCOC(=O)C1C2C=CC(C2)C1C(=O)O (stereo not given)	101	0.3
COc1ccc([C@H]2[C@@H](C#N)[C@H](C#N)N3CCCN23)cc1	104	0.1
CCn1c(SCc2ccc(F)cc2Cl)nc(=O)c2c(C(=O)OC)cc(C3CC3)nc21	107	-0.2
O=C(O)CCc1ccc(Cl)cc1Cl	95	-1.2
COc1ccc(NC(=O)CN(C)Cc2ccccc2)cc1	102	-0.1
O=C(O)/C=C/C(=O)NCc1cccc(Cl)c1	98	-0.4
COc1ccc(OC)c(-c2nc(Nc3ccccc3C)sc2CC(=O)O)c1	104	-0.1
O=S(=O)(c1ccccc1)c1ccc(Br)cc1	102	0.1
COc1ccc(CCNC(=O)C(=O)NCC(c2cccs2)S(=O)(=O)c2ccc(C)cc2)cc1 (stereo not given)	112	1.1
CN(C)C(CNC(=O)c1ccc2ccccc2n1)c1ccccc1 (stereo not given)	97	-0.7
COC(=O)c1ccc(Cn2cnc3nc4c(cc3c2=O)CCCC4)cc1	116	2.2
Cc1cc(C)n(-c2nc3ccccc3nc2Sc2nc3ccccc3s2)n1	102	0.3
CCc1c(C)nc2c(OC)cccc2c1Cl	105	1
CC(=O)c1cccc(NC(=O)CCc2c(C)nc3c(c(C)nn3-c3ccccc3)c2C)c1	107	0.1
CCOc1ccccc1NC(=O)CCc1c(C)nc2c(c(C)nn2-c2ccccc2)c1C	109	0.6
CC1(C)CC(CCNCc2ccc3c(c2)OCO3)(Cc2ccccc2)CCO1 (stereo not given)	107	0.4
CCn1c(SCC(=O)c2ccccc2)nnc1-c1ccco1	101	-0.4
CCCCC(=O)N(c1ccc(OC)cc1)C1C=CS(=O)(=O)C1 (stereo not given)	104	0.9
CCOC(=O)c1c(C)noc1-c1csc(Nc2c(C)cc(C)cc2C)n1	99	-1.3
COc1cccc(-c2nnn(CCc3nn[nH]n3)n2)c1	100	-0.2
Cc1ccc(OCCSc2nc3ccc(NC(=O)c4ccc5c(c4)OCO5)cc3s2)cc1	106	-0.3
O=C(O)/C=C/c1ccc2c(c1)OCCO2	102	0.1
O=C1CCCC2=C1C(c1ccccc1)N=C(Nc1nc3ccccc3s1)N2 (stereo not given)	102	0.7

Ordered by number of heavy atoms (smallest number first): part of the list above.
SMILES	Polio RdRp inh	Polio RdRp inh FP z-score
COc1cccc(-c2nnn(CCc3nn[nH]n3)n2)c1	100	-0.2
CCCCC(=O)N(c1ccc(OC)cc1)C1C=CS(=O)(=O)C1 (stereo not given)	104	0.9
CCOC(=O)c1c(C)noc1-c1csc(Nc2c(C)cc(C)cc2C)n1	99	-1.3
Cc1cc(C)n(-c2nc3ccccc3nc2Sc2nc3ccccc3s2)n1	102	0.3
CC1(C)CC(CCNCc2ccc3c(c2)OCO3)(Cc2ccccc2)CCO1 (stereo not given)	107	0.4
Cc1ccc(OCCSc2nc3ccc(NC(=O)c4ccc5c(c4)OCO5)cc3s2)cc1	106	-0.3

Next part.
SMILES	Polio RdRp inh	Polio RdRp inh FP z-score
O=C(CNc1cc(Cl)ccc1N1CCOCC1)N1CCCc2ccccc21	98	-0.4
CCOc1ccc(N(CC(=O)OC)S(=O)(=O)c2ccc3c(c2)n(C)c(=O)c(=O)n3C)cc1	107	0.5
O=C(CSc1nc2[nH]c(=O)[nH]c(=O)c2s1)c1ccccc1	107	1.9
O=C(c1cccc(S(=O)(=O)N2CCCC2)c1)N1CCN(c2ccccc2)CC1	97	-0.9
O=C1CC2(CC(=O)Oc3cc(O)ccc32)c2ccc(O)cc2O1	100	-0.1
CC(=O)Oc1cccc(O)c1	98	-0.2
COc1cc(OC)cc(C(=O)Nc2ccc3oc(-c4ccc(Cl)cc4)nc3c2)c1	105	0.2
S=c1[nH]nc(CCN2CCN(c3ccc(Cl)cc3)CC2)n1-c1ccccc1	99	-0.4
COc1cccc(NC(=O)c2cc3c(=O)n(C)c4ccccc4c3n2C)c1	107	0.4
CCN1CCN(c2cc(C)c3cc(NC(=O)/C=C/c4ccc(C)cc4)ccc3n2)CC1	108	0.5
Cc1ccc(NC(=O)N2CCCC2C(=O)NCC2CCCCC2)cc1 (stereo not given)	101	-0.3
O=C(O)CCC(=O)N1CCN(c2ncccc2C(F)(F)F)CC1	108	0.7

Assay outcomes as filed in PubChem BioAssay.
